Assay outcomes deposited in PubChem by Broad Institute.
E-selectin induc: induces E-selectin expression in human endothelial cells. HUVEC E-selectin immunofluorescence imaging; normalized: neutral wells 0, TNF-alpha wells 100. activation, % at 7.58 µM. AID 686992. P16581. 260,000 tested, 0.37% active;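 active = mean E-selectin-positive cell signal at least 10% of the positive control, reached in at least 60% of replicates, without over 20% cell loss; inconclusive = no rule given, readout overlaps actives, possibly toxicity-flagged; inactive = the rest, including those meeting only one limit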;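 also: in these data hits start at about 27%; measured in HUVEC primary endothelial cells; signal is the percent of cells scored E-selectin positive by PE staining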
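Test system – human umbilical vein endothelial cells (HUVEC), E-selectin induction · Input – 3,000 HUVEC seeded per well · Buffer or medium – EGM-2, gelatin · Compound dosing – single-point compound dose · Detection – immunofluorescence imaging · Measure – percent E-selectin-positive cells · Controls – TNF-alpha high, DMSO low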
CASP6 VEID inh: inhibitors of human caspase-6. P55212. purified caspase-6, Z-VEID-R110 cleavage fluorescence. 350,000 tested, 0.53% active. inhibition, % at 12.5 µM;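 active = mean inhibition across replicates at least about 35%, with every replicate also reaching that limit, limit read from the data; inconclusive = only one of the two criteria met; inactive = neither criterion met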;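 also: 0% = median of neutral control wells and 100% = no fluorescence left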
Target sequence (P55212 24-179 limits assumed): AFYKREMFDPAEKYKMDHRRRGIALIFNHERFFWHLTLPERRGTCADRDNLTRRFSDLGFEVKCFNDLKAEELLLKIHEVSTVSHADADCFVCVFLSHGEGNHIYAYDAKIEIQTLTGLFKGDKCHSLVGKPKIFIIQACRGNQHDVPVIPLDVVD
Target sequence (P55212 194-293 limits assumed): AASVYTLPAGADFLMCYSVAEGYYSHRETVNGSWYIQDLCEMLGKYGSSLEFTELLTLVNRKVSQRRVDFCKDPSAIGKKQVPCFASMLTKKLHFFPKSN
ERp5 block: inhibitors of human ERp5. ERp5 insulin aggregation, absorbance 650 nm, 90 min. inhibition, % at 9.99 µM. 350,000 tested, 0.05% active. AID 651711;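 active = mean replicate inhibition above about 25%, with every replicate also reaching it, limit read from the data, passing the limit was not always enough; inconclusive = only one of those two criteria met; inactive = neither criterion met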
PglD inh: inhibitors of Campylobacter jejuni PglD acetyltransferase. AID 602405. 360,000 tested, 0.098% active. inhibition, % at 12.5 µM. purified PglD enzyme, DTNB colorimetric CoA detection; in the data active = inhibition above about 16%, passing the limit was not always enough; inconclusive = no clear call, values can overlap the other calls; also: strong numbers were not always called active
RAD52 anneal inh: RAD52 (human) annealing inhibition. recombinant RAD52 DNA annealing, FRET fluorescence. inhibition, % at 18.7 µM. 360,000 tested, 0.46% active. AID 651710;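 active = every replicate showing at least 50% inhibition; inconclusive = mean inhibition at least 50% but not in every replicate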
RAD54 inh: inhibitors of human RAD54 branch migration. Q92698. 360,000 tested, 0.14% active. inhibition, % at 10.4 µM. RAD54 Holliday junction branch migration, FAM/BHQ fluorescence;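 active = mean normalized replicate activity at least 40 and at least half of replicates scoring 40 or more; inconclusive = only one of the two criteria met; inactive = mean below 40 and under half of replicates reaching 40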;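 also: 0% = median of neutral control wells and 100% = median of positive control wells; inhibitors cause a drop in the FAM fluorescence signal; in these data hits start at about 50%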
Target sequence (Q92698 whole entry, looked up): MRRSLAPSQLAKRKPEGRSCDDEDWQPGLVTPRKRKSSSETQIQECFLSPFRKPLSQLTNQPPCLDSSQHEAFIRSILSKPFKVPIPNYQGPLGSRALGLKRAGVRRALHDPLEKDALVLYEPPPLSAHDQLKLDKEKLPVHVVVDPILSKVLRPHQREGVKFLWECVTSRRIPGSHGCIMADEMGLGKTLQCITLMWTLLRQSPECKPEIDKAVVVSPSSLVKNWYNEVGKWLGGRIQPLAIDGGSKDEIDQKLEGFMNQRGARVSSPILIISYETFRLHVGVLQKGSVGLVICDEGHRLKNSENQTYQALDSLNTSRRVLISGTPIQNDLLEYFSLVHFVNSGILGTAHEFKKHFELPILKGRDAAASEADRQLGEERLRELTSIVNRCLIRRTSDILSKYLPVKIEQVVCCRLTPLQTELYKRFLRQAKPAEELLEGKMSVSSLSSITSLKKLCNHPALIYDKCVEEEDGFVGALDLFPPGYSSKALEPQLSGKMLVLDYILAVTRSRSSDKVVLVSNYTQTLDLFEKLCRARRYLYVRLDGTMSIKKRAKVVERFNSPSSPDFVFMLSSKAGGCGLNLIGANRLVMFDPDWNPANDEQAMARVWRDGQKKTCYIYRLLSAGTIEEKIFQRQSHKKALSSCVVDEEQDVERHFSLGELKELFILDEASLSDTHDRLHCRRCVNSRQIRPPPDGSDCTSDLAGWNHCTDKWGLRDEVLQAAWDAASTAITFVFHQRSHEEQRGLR
ARNT TACC3 PPI: ARNT/TACC3 interaction disruption; 390,000 tested, 0.66% active; inhibition, % at 9.99 µM; AlphaScreen His-ARNT PAS-B/GST-TACC3 binding, luminescence; TACC3 fragment carries E629A point mutation; Q9Y6A5;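 active = mean inhibition of replicates at least 50% and at least half of replicates each reaching 50%; inconclusive = half or more replicates reach 50% but mean below 50%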;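 also: 0% = complete ARNT plus TACC3 wells and 100% = ARNT alone without TACC3; many hits fall short of the cut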
esBAF inh: blocks esBAF chromatin remodeling in mouse ES cells | 350,000 tested, 2% active | reporter increase, % at 12.5 µM | AID 602393 | Bmi1-luciferase knock-in reporter, 24 h; 100% = twice the neutral-well signal; in the data active = activation above about 40%; inconclusive = no clear call, values can overlap the other calls;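 also: 0% = median of the plate's neutral control wells and 100% = double that signal; a rise in the Bmi1 reporter signal indicates esBAF inhibition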
* = called active by the depositor; ? = inconclusive; / = not tested or not shown.

compound,E-selectin induc,CASP6 VEID inh,ERp5 block,PglD inh,RAD52 anneal inh,RAD54 inh,ARNT TACC3 PPI,esBAF inh
COC(=O)CNC(=O)CN1C(=O)N(c2ccc(Cl)cc2)C(N(O)C(=O)Nc2ccc(Cl)cc2)C1(C)C (stereo unspecified),/,/,/,-2,/,5,6,2
N#C/C(=C\c1c(Cl)cccc1Cl)c1nn(-c2ccccc2)c(-n2cccc2)c1C#N,/,-2,0,0,-27,2,5,-10
CC(C)(C)S(=O)(=O)/C(C#N)=C/Nc1ccccn1,-0.1,0,1,2,-21,3,-2,/
CN(Cc1ccccc1)S(=O)(=O)c1ccc2c(c1)NC(=O)CC(=O)N2,/,/,/,1,/,-8,-4,5
Cc1nn(Cc2ccc(F)cc2)c(C)c1NC(=O)c1cc(-c2ccc3c(c2)OCO3)on1,/,/,/,-4,/,6,7,3
Cc1ccc(S(=O)(=O)NC2=NCN(C3CCN(Cc4ccccc4)CC3)CN2)cc1,/,/,/,-3,/,2,-5,2
NC(=O)c1cnn(-c2ccc3ccccc3c2)c1N,/,-2,9,-3,-9,5,-1,26
COc1ccc2c3c([nH]c2c1)[C@H](CO)N(C(=O)Nc1ccccc1F)CC31CCN(C(=O)C2CC2)CC1,-0.3,10,7,/,10,/,/,/
CC1=C(C(=O)OCc2ccccc2)C(c2ccc(-c3ccccc3)cc2)NC(=O)N1CCCCCC(=O)O (stereo unspecified),-0.3,11,-3,0,-11,-5,2,-8
CCNC(=O)COC(=O)CCC(=O)c1ccc(F)cc1,0.4,1,5,1,-10,4,1,/
COCCCNC(=O)C1CCC(CNS(=O)(=O)c2ccc3c(c2)CC(C)N3C(=O)C2CC2)CC1 (stereo unspecified),/,7,/,0,-17,2,-7,-3
COc1ccc(CN(C)C[C@H]2OCCCC[C@H](C)Oc3ccc(NC(=O)C4CCCCC4)cc3C(=O)N([C@H](C)CO)C[C@@H]2C)cc1,0.0,2,12,11,11,0,-3,-5
CN1CCN(C(=O)C[C@@H]2CC[C@H]3[C@@H](COC[C@H](O)CN3C(=O)Nc3ccc(Cl)cc3)O2)CC1,0.1,-3,-2,-3,-3,-1,12,11
CC1CCCN(CC(=O)NC(=O)NC2CCCCC2)C1 (stereo unspecified),-0.7,1,-1,2,-8,4,-1,8
O=C(NCC[C@@H]1CC[C@@H](NS(=O)(=O)Cc2ccccc2)[C@@H](CO)O1)C1CCC1,0.0,1,0,5,2,-6,1,-3
C[C@@H]1CN([C@H](C)CO)C(=O)c2cc(C3=CCCC3)cnc2O[C@H]1CN(C)C(=O)Nc1ccccc1,49*,-2,1,3,20,1,0,1
Cc1noc(C)c1NC(=O)N(C)C[C@@H]1Oc2ccc(NS(=O)(=O)c3ccc(Cl)cc3)cc2CC(=O)N([C@@H](C)CO)C[C@H]1C,-0.1,0,2,0,-1,-6,-12,-4
CO[C@H]1CN(C)C(=O)c2ccc(NC(=O)Cc3ccccc3)cc2OC[C@H](C)N(C)C[C@@H]1C,0.1,2,4,/,4,/,/,/
C/C(CCc1ccccc1)=N/NC(=O)C(=O)NCc1ccccc1,0.4,1,2,/,-7,/,-13,/
CC(C)[C@H](C)NC(=O)N(C)C[C@@H]1OCc2ccccc2-c2c(n(C)c3ccccc23)C(=O)N([C@@H](C)CO)C[C@H]1C,-0.1,0,-3,1,-2,-2,0,0
CN(C)CC#Cc1ccc([C@@H]2[C@H]3CN(C(=O)C4CCCC4)CCCCN3[C@H]2CO)cc1,/,0,24,2,-7,3,7,/
CCCCOCCCNC(=O)CC(C)c1ccccc1 (stereo unspecified),/,/,/,-1,/,1,-7,7
CCOc1ccccc1N1CCN(Cc2cn[nH]c2-c2ccc(F)cc2)CC1,0.1,0,0,/,-6,/,-3,/
COc1ccccc1N1CCN(/N=C\c2ccc(C)o2)CC1,0.2,/,/,-2,/,-3,3,/
COc1cccc(C(=O)NNC(=O)c2ccccc2-n2cccc2)c1,3.1,-5,-2,2,-6,-7,0,/
C[C@H](CO)N1C[C@H](C)[C@@H](CN(C)C(=O)Nc2ccc(C(F)(F)F)cc2)Oc2ccc(NS(=O)(=O)c3cccs3)cc2CC1=O,/,-1,/,-1,5,-7,-21,8
CN(CC(=O)Nc1cccc(F)c1)C(=O)C1=COCCO1,1.0,1,5,-3,-14,-4,-1,4
COc1ccccc1NC(=O)CN(C)S(=O)(=O)c1ccc2c(c1)CCC(=O)N2,-1.5,0,0,/,2,0,-10,3
Cc1noc(C)c1NC(=O)Nc1ccc2c(c1)CC(=O)N([C@H](C)CO)C[C@H](C)[C@H](CN(C)S(=O)(=O)c1cccs1)O2,-11,-1,8,3,-23,8,/,2
O=C(Cn1c(=O)oc2ccccc21)Nc1ccccc1C(F)(F)F,-1.6,2,4,4,-13,4,-1,2

Further structures:
compound,E-selectin induc,CASP6 VEID inh,ERp5 block,PglD inh,RAD52 anneal inh,RAD54 inh,ARNT TACC3 PPI,esBAF inh
COc1ccc(OC)c(NC(=O)C2CCCN(S(C)(=O)=O)C2)c1 (stereo unspecified),/,0,0,0,5,2,-1,-12
Fc1ccc(CSc2nnc(CN3CCOCC3)n2-c2ccccc2)c(Cl)c1,/,/,/,5,/,-1,-9,0
CN1CCN(C(=O)C[C@H]2CC[C@@H]3[C@@H](COc4ccc(NC(=O)C5CCCCC5)cc4C(=O)N3C)O2)CC1,0.3,-1,2,7,16,-8,-12,-7
Cc1ccc(NC(=S)N(CCCN2CCN(C)CC2)Cc2cccs2)cc1,/,-6,2,/,18,/,-2,-1
C[C@H]1CCCCO[C@H](CN(C)C(=O)Nc2ccc(F)cc2)[C@@H](C)CN([C@@H](C)CO)C(=O)c2cc(NC(=O)Cc3ccccc3)ccc2O1,?,43*,4,-3,-28,5,-6,3
Cc1cccc(C)c1N1C(=O)CC(N(O)c2ccccc2)C1=O (stereo unspecified),-1.5,/,/,0,/,-5,9,-4
Cc1ccc(C(=O)NNc2ncnc3ccccc23)cc1,0.0,-3,5,5,-16,-12,-3,/
CCC(=O)N1CC2(CN(Cc3ccccc3Cl)C2)c2c([nH]c3cc(OC)ccc23)[C@@H]1CO,0.2,4,-4,/,14,/,/,/
C[C@@H]1CN([C@@H](C)CO)C(=O)c2cc(NC(=O)Nc3ccccc3)ccc2O[C@@H](C)CCCCO[C@H]1CN(C)CC1CCCCC1,-0.2,1,2,0,-2,22,5,-3
C#Cc1ccc(NC(=O)C2(C)CCN2C(=O)C/C=C/c2ccccc2)cc1 (stereo unspecified),/,-2,-4,5,-39,-7,/,-2
COc1cccc(CNC(=O)[C@@H]2CCCN2C(=O)[C@@H]2CCCN2C(=O)c2ccc(Cl)cc2)c1,0.9,-1,0,/,-19,/,/,/
N#C[C@H]1[C@@H](c2ccccc2C2=CCCC2)[C@@H](CO)N1S(=O)(=O)c1ccccc1,-0.1,4,1,/,-7,/,/,/
FC(F)Sc1ccc(NC(=S)N2CCN(c3ccccn3)CC2)cc1,/,-3,-4,-3,-15,3,-1,-3
COc1ccccc1NC(=O)N1CC(=O)N2[C@H](CO)[C@H](c3ccc(-c4ccc(F)cc4)cc3)[C@@H]2C1,-0.2,1,-1,/,-5,/,/,/
O=C(NCc1cccc(Cl)c1)C1CCCO1 (stereo unspecified),0.0,1,5,-2,-9,-3,-3,-11
CNC[C@H]1Oc2c(NC(=O)c3cnccn3)cccc2C(=O)N([C@@H](C)CO)C[C@@H]1C,0.0,0,-4,-2,-10,9,/,1
COC(CNC(=O)c1coc2nc3ccccc3nc12)OC,/,3,2,/,-26,/,-20,7
O=C(c1cc2ccccc2o1)N1CCN(CCOc2ccccc2)CC1,/,-1,0,5,-10,-10,-3,-2
Cn1cc(SCC(=O)Nc2ccc3c(c2)OCO3)c2ccccc21,/,0,-2,8,8,-8,-5,0
COc1ccc(-c2ccc3c(c2)O[C@H](CN(C)C)[C@@H](C)CN([C@@H](C)CO)S3(=O)=O)cc1,0.1,-2,1,-3,10,3,8,-3
C[C@@H]1CN([C@H](C)CO)S(=O)(=O)c2ccc(/C=C/c3ccccc3)cc2O[C@H]1CN(C)C(=O)Nc1cc(F)ccc1F,0.2,5,-2,0,26,-4,15,-1
O=C(NCCCn1cccn1)C1CCC(=O)N(Cc2ccccc2F)C1 (stereo unspecified),/,-4,-1,-2,-12,-9,-2,-1
O=C(C[C@@H]1CC[C@@H]2[C@H](COC[C@H](O)CN2Cc2cc(F)cc(F)c2)O1)Nc1nccs1,-0.1,/,/,-2,/,-4,2,8
COC(=O)c1ccc(C)c(NC(=O)C2CC(=O)N(C3CCCC(C)C3C)C2)c1 (stereo unspecified),/,1,-1,-1,-3,-4,-1,2
CCC(O)C1CCN(C(=O)c2ccc(OC3CCN(Cc4ccccn4)CC3)cc2)CC1 (stereo unspecified),/,0,-4,0,-14,3,-2,-5
CN(C)CC(=O)Nc1ccc2c(c1)[C@@H]1C[C@H](CC(=O)NCc3cc(F)ccc3F)O[C@@H](CO)[C@@H]1O2,-0.1,-1,0,1,13,11,-1,5
CCOc1cc(C(=O)N=c2sccn2C)cc(Br)c1OC,0.1,3,-2,-2,-26,-5,-5,2
CCCC(=O)Nc1ccc2c(c1)C(=O)N(C)[C@H]1CC[C@@H](CC(=O)NCCCN(C)C)O[C@H]1CO2,0.0,-60,9,-1,2,4,8,8
N#Cc1cccc(-c2ccc3c(c2)[C@@H]2[C@@H](CCN2C(=O)c2ccccc2F)[C@@H](CO)N3)c1,0.3,/,-5,0,2,23,-2,-1
COCCCn1c(SCC(=O)OC2CCCCC2)nnc1-c1cccs1,/,/,/,0,/,3,18,4

(list continues)
compound,E-selectin induc,CASP6 VEID inh,ERp5 block,PglD inh,RAD52 anneal inh,RAD54 inh,ARNT TACC3 PPI,esBAF inh
Cc1cc(=O)n2c(-c3ccc(Cl)cc3)csc2n1,0.0,0,8,/,-5,/,-1,/
Cn1cc(CN2CCC(C(O)c3cccs3)CC2)c(-c2ccccc2F)n1 (stereo unspecified),-1.2,0,2,-7,-33,4,1,-6
c1ccc(C[n+]2c(-c3ccccc3)csc2Nc2ccccc2)cc1,/,1,-7,-4,-9,-6,3,/
CC(=O)O/N=C(/C)c1ncc(C(F)(F)F)cc1N1CCOCC1,/,/,/,-3,/,-2,29,-1
CC[C@]1(C(=O)OC)[C@H]2C(=O)N(Cc3ccccc3)C(=O)[C@H]2[C@H]2CN=C(SCc3ccccc3)N21,/,-2,1,-2,2,5,1,-3
CC(C)(C)S(=O)N1C[C@@H]2CC(=O)C(c3ccccc3)=C2[C@H]1CCO (stereo partly specified),-1.3,-2,4,/,-10,/,/,/
CCC(C)N(C(=O)CCC(=O)Nc1cc(C)on1)C(C(=O)NC(C)(C)C)c1ccccc1Cl (stereo unspecified),/,-5,3,-4,-7,2,-11,2
C[C@H]1CCCCO[C@H](CN(C)C(=O)Nc2ccccc2)[C@@H](C)CN([C@@H](C)CO)C(=O)c2cc(NC(=O)Nc3ccccc3)ccc2O1,-0.2,-4,-1,-1,-7,-14,-2,7
CN(C)C(=O)CCc1nc2sc3c(c2c(=O)[nH]1)CCCC3,/,/,/,1,/,8,-1,-6

Records listed so far printed as active in CASP6 VEID inh:
SMILES	CASP6 VEID inh	ERp5 block	PglD inh	RAD52 anneal inh	ARNT TACC3 PPI	esBAF inh
C[C@H]1CCCCO[C@H](CN(C)C(=O)Nc2ccc(F)cc2)[C@@H](C)CN([C@@H](C)CO)C(=O)c2cc(NC(=O)Cc3ccccc3)ccc2O1	43*	4	-3	-28	-6	3
